# Source: PubChem BioAssay
# GBA activity up: increases beta-glucosidase activity in Gaucher fibroblasts | L444P Gaucher fibroblasts, 4-MU-glucoside fluorescence, 3 days | 30,000 compounds, 0.44% hits | activation, % at 10 µM | P04062; in the data active = activation above about 65%;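 note: 0% = vehicle wells and 100% = positive control wells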
# Target sequence (P04062 whole entry L483P): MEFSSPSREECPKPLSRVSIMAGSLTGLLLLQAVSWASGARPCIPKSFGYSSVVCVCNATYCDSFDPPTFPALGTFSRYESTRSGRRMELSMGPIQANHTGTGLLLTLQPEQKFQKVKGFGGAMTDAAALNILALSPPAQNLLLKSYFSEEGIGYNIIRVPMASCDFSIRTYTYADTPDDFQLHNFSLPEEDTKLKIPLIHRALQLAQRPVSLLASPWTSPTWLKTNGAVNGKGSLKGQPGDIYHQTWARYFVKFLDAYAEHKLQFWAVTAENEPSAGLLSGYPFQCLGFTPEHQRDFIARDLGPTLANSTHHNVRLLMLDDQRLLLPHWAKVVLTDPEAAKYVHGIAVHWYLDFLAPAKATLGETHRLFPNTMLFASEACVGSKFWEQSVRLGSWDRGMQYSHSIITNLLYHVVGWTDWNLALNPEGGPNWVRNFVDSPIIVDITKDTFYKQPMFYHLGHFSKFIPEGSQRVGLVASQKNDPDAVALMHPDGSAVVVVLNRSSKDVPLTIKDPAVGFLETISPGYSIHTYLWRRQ
# Starred values were filed as active, the others as inactive. This is a subset (hit frequency here may not be typical).
canonical_smiles | GBA activity up
CC(=O)N1CCN(c2ccc(NCc3cccs3)cc2)CC1 | 1
CCCC(=O)c1cc(F)c(N2CCOCC2)cc1C | -15
N#Cc1nc(COc2ccc(Cl)cc2)oc1NCc1ccc2c(c1)OCO2 | -6
CCn1c(COc2cccc3ccccc23)nnc1SCC(N)=O | 1
O=C(Nc1cccc2cccnc12)c1ccc(Br)o1 | -3
COc1cc(S(=O)(=O)NC2CCCCC2)ccc1Cl | -26
[O-][n+]1onc2c1CCc1c-2nn(-c2ccccc2Cl)[n+]1[O-] | -36
COc1cc2c(C(=O)NCCCN3CC(C)CC(C)C3)cn(CC(C)C)c(=O)c2cc1OC (stereo not given) | 8

# Molecules from the list above with a halogen:
canonical_smiles | GBA activity up
CCCC(=O)c1cc(F)c(N2CCOCC2)cc1C | -15
N#Cc1nc(COc2ccc(Cl)cc2)oc1NCc1ccc2c(c1)OCO2 | -6
O=C(Nc1cccc2cccnc12)c1ccc(Br)o1 | -3
COc1cc(S(=O)(=O)NC2CCCCC2)ccc1Cl | -26
[O-][n+]1onc2c1CCc1c-2nn(-c2ccccc2Cl)[n+]1[O-] | -36

# More records.
canonical_smiles | GBA activity up
CCc1nnc(NC(=O)c2cnccn2)s1 | 36
Cc1cccc(NC(=O)C2CC(O)CN2C(=O)OCc2ccccc2)c1 (stereo not given) | 21
Cc1cc(C(=O)Nc2nnc(-c3ccccc3)s2)no1 | -17
CCCC(=O)Nc1cccc(-c2nc3ccccc3o2)c1 | -9
CCn1c(SCC(=O)C(C)(C)C)nnc1-c1ccccn1 | -5
O=C1Nc2ccccc2C12OCCO2 | -2
COc1ccc(S(=O)(=O)N2CCC(O)(c3ccc(Cl)cc3)CC2)cc1 | -13
C/C(N)=C(/C#N)C(=O)CN1CCCCC1 | -4
CCOC(=O)COc1ccc2c(c1)c(C(=O)OCC)c(C)n2CC | 2
COc1cccc(CNS(=O)(=O)c2cn(C)cn2)c1 | -5
N#Cc1c(-c2ccccc2)nc(SCc2nc(N)nc(N3CCCCC3)n2)[nH]c1=O | -31
CC1=C(C(=O)OC(C)C)C(c2ccc(N(C)C)cc2)C2=C(CC(C)(C)CC2=O)N1 (stereo not given) | 1
OCC1OC(n2nc3ccccc3n2)C(O)C(O)C1O (stereo not given) | -2
Cc1cccc2c1nc(-c1ccccc1)n1cnnc21 | -64
COc1ccc(-n2nnc3c(SCC(=O)c4ccccc4)ncnc32)cc1 | -1
O=c1nc(N2CCCC2)nc(Nc2ccccc2)[nH]1 | -17
O=C(CSc1nnnn1-c1ccc2c(c1)OCCO2)c1cccc2c1OCCO2 | 14
CC(=O)c1c(C)[nH]c(C(=O)OCc2nnc(-c3ccccc3)o2)c1C | 5
CCOC(=O)Nc1ccc(Oc2ccccc2)cc1 | 3
O=C1CCC(=O)N1CNc1ccc(Oc2ccccc2)cc1 | -11
CC(C)c1nnc(NC(=O)Cn2nc(-c3ccc4c(c3)OCCO4)ccc2=O)s1 | -15
Brc1ccccc1-c1nnc(CSc2nncn2-c2ccccc2)o1 | -19
O=S(=O)(Nc1ccc2c(c1)nc1n2CCOC1)c1ccc(Cl)cc1 | -9
COc1ccc(NC(=O)C(C)NS(=O)(=O)c2ccccc2)cc1Cl (stereo not given) | -7
Cc1ccc(S(=O)(=O)c2nc(S(C)(=O)=O)sc2N(C)C)cc1 | -2
CN(C)c1nc(SCCOC(=O)c2ccccc2)nc(N(C)C)n1 | 0
CCN(CC)C(=O)N1CCN(C(=O)c2ccc(C)cn2)CC1 | -4
CCOC(=O)c1ccccc1NC(=O)c1ccc(N(C)S(C)(=O)=O)cc1 | -9
Cc1c(OCC(=O)OC(C)C)ccc2c3c(c(=O)oc12)CCC3 | -4
Cc1ccnc(N2C(=O)OC(C)(C)C2(C)O)c1 (stereo not given) | -2
CCc1c(C)sc(NC(=O)OC)c1C(=O)N1CCCCC1 | 10
CCOC(=O)c1c(CN2CCCCC2C)oc2ccc(OC)cc12 (stereo not given) | -14
CC(=O)Nc1ccc(C(=O)OC2CCOC2=O)cc1 (stereo not given) | 9
CCOCC(=O)Nc1ccc(-c2cn3cccnc3n2)cc1 | -13
CCCc1ccc(OCc2nc(-c3ccc(NC(=O)c4ccco4)cc3)no2)cc1 | -39
CCc1nnc(NC(=O)CSc2nnc(-c3ccc(O)cc3)n2-c2ccccc2)s1 | 2
Clc1ccc(CSc2nnc(Cn3cnc4ccccc43)o2)cc1 | -14
CC(=O)NCCOc1ccc2oc3ccccc3c2c1 | -9
CCOc1ccccc1C(=O)N(C)Cc1cc2ccccc2[nH]c1=O | -3
COc1ccc(NC2c3ncccc3C(=O)N2Cc2ccccc2)c(OC)c1 (stereo not given) | -29
COC(=O)C1C(c2ccccc2)C(C(=O)N2CCOCC2)C1c1ccccc1 (stereo not given) | -28
CCC(C)NC(=O)CN(c1cc(C)ccc1OC)S(C)(=O)=O (stereo not given) | -11
CCCn1c(=O)c(-c2ccccc2)c(O)c2ccccc21 | 4
CCCCCSc1nnc(C)c(=O)[nH]1 | -44
CCN(CC)c1ccc2cc(NC(=O)CCC(=O)O)c(=O)oc2c1 | -13
FC(F)(F)c1ccc(Sc2nnc(-c3cccs3)n2CC2CCCO2)nc1 (stereo not given) | -12
CCOC(=O)CC(=O)CSc1nc(C)cc(-c2cccnc2)c1C#N | 0
Cc1cccc(C)c1OCC(=O)Nc1ncn[nH]1 | -29
Cc1cccc(C)c1NC(=O)COC(=O)c1nonc1N | -4
Cc1cc(C)c2oc(=O)cc(CN3CCOCC3)c2c1 | -18
COc1cc2[nH]c3c(N4CCN(c5ccc(Cl)cc5)CC4)ncnc3c2cc1OC | -48
CCOCCCNCC(=O)Nc1ccc(OC(F)(F)F)cc1 | -17
CCOC(=O)c1cccc(NC(=O)N[C@@H](C)C(=O)OC)c1 | -47
COc1cccc2cc(-c3nc(-c4cccs4)cs3)c(=O)oc12 | -23
Cn1c(CCN2CCCCC2)nc2cc(NC(=O)C3CCCCC3)ccc21 | 10
Cc1cc(NC(=O)CSc2nc3cc4c(cc3c(=O)n2CCc2ccccc2)OCO4)no1 | -78

# Next part.
canonical_smiles | GBA activity up
O=C(c1noc2c1CCCC2)N1CCCCC1 | -17
Cc1cccc(N2CCN(C(=O)c3ccncc3)CC2C)c1 (stereo not given) | -12
CCCCC(=O)Nc1ccc(C(=O)N2CCN(C)CC2)cc1 | 3
O=C(CSc1nc2ccccc2c(=O)n1Cc1ccco1)c1ccccc1 | -17
O=C1C(=O)N(CCO)C(c2cccc(F)c2)/C1=C(\O)c1ccc(Cl)cc1 (stereo not given) | -44
CCSc1nc(C)c(CC)c(C)c1C(N)=O | -15
CCOC(=O)C1CCN(S(=O)(=O)c2ccc(Br)c(OCC)c2)CC1 | -9
NC12CC3CC(C1)CC(CO)(C3)O2 | -10
Cc1ccc(NC(=O)COC(=O)c2ccnn2C)cc1 | -13
COc1ccc(CNc2nc3c(c(=O)n(Cc4ccc(Br)cc4)c(=O)n3C)n2C)cc1 | -18
Cc1ccccc1N1C(=O)CC(N2CCC(C(N)=O)CC2)C1=O (stereo not given) | -66
CCN1CCN(c2nc3c(c(=O)[nH]c(=O)n3C)n2CCCSc2ncccn2)CC1 | 16
COc1cccc(C2NC(=O)NC(C)=C2C(=O)Nc2cccc(C)c2C)c1 (stereo not given) | -33
Cc1cc(C)n(-c2nc3ccccc3nc2N2CCN(S(=O)(=O)c3ccc(F)c(C)c3)CC2)n1 | -4
c1ccc(C2C3=C(Nc4ncnn42)c2ccccc2CCC3)cc1 (stereo not given) | -36
COc1ccc(CNC(=O)COC(=O)c2ccc3c(c2)OCCO3)cc1 | 3
O=C(Nc1ccccn1)C(NS(=O)(=O)c1cccc2nsnc12)c1ccccc1 (stereo not given) | 2
CCOc1cccc2cc(-c3nnc(-c4ccccc4)o3)c(=O)oc12 | -2
CCOc1ccc2[nH]c(=O)c(CN(CC3COCCO3)C(=O)C3CC3)cc2c1 (stereo not given) | 3
CCOC(=O)N1CCC(N2Cc3cccc(C(=O)NCc4ccc5c(c4)OCO5)c3C2=O)CC1 | -5
CC(C)(C)C(=O)C(CO)(Oc1ccc(Cl)cc1)n1cncn1 (stereo not given) | 3
CC(=O)N=c1sc(S(N)(=O)=O)nn1C | 0
O=C(NCC1COc2ccccc2O1)Nc1ccccc1F (stereo not given) | -6
COc1ccc2c(c1)CCc1c-2n[nH]c1C(=O)O | 8
CCSc1nc2c(c(=O)[nH]c(=O)n2C)n1CC(O)COc1ccccc1C (stereo not given) | -2
Cc1ccc2oc(-c3cccc(NC(=O)C4CCCO4)c3)nc2c1 (stereo not given) | 2
CCc1nc(SCc2ccccn2)c2c(=O)n(C)c(=O)n(C)c2n1 | 1
Cc1ccc2[nH]c(=O)c(CN(CCO)C(=O)NCc3ccccc3)cc2c1 | -20
CCOC(=O)C1CCN(C(=O)Cc2c(F)cccc2Cl)CC1 | -3
COc1ccc(N2CCN(C(=O)C3CCN(S(=O)(=O)N4CCOCC4)CC3)CC2)cc1 | 18
O=C(O)CC(NC(=O)C(c1ccccc1)c1ccccc1)c1ccco1 (stereo not given) | -3
CCCCCn1c(=O)c(-c2nc3ccccc3c(=O)[nH]2)c(O)c2ccccc21 | -6

# 8 entries picked at random from those above, as already listed:
canonical_smiles | GBA activity up
Cc1ccc(S(=O)(=O)c2nc(S(C)(=O)=O)sc2N(C)C)cc1 | -2
CCOCC(=O)Nc1ccc(-c2cn3cccnc3n2)cc1 | -13
CCSc1nc(C)c(CC)c(C)c1C(N)=O | -15
CCCn1c(=O)c(-c2ccccc2)c(O)c2ccccc21 | 4
Clc1ccc(CSc2nnc(Cn3cnc4ccccc43)o2)cc1 | -14
CCN(CC)C(=O)N1CCN(C(=O)c2ccc(C)cn2)CC1 | -4
Cc1ccc2[nH]c(=O)c(CN(CCO)C(=O)NCc3ccccc3)cc2c1 | -20
Cc1ccccc1N1C(=O)CC(N2CCC(C(N)=O)CC2)C1=O (stereo not given) | -66

# The list continues.
molecule	GBA activity up
CCOC(=O)C1CCN(S(=O)(=O)c2cccc(-c3csc(C)n3)c2)CC1	19
Cc1nn(CCC#N)c2nc(C(F)(F)F)[nH]c(=O)c12	-6
O=C(NCCc1ccccc1)C1CCN(S(=O)(=O)N2CCCC2)CC1	18
CC(C)CCN1CC(C(=O)N2CCN(c3ccc(F)cc3)CC2)CC1=O (stereo not given)	-1
Cc1cc(C)c(C#N)c(SCC(=O)CC(=O)OC(C)C)n1	-1
Cc1nc2sc3c(c2c(=O)n1/N=C/c1ccco1)CCCC3	-9
CC1(C)NC(=O)NC2(C)NC(=O)NC(C)(C)C12 (stereo not given)	-38
CC(C)Cc1nc(N2CCC(C(N)=O)CC2)c2nnn(Cc3ccccc3)c2n1	-24
CCOC(=O)N1CCN(c2c(-c3ccc(C(C)C)cc3)c(=O)c2=O)CC1	2
CCC(=O)c1ccc(OC(=O)c2ccc(Br)o2)cc1	3
COc1ccc2nc(NC(=O)CSc3nc4ccccc4o3)sc2c1	9
CCOC(=O)c1ccc(Oc2nc(NC)nc(SC)n2)cc1	-33
Cc1ccc(-c2noc(CCC(=O)NCCN3CCOCC3)n2)cc1	4
CC1CNCCN1S(=O)(=O)c1cccc2cnccc12 (stereo not given)	-22
CC(C)(C)c1nc(SCC(=O)NCc2ccco2)c2ccccc2n1	-27
CC(C)(C)NC(=O)CSc1nncn1-c1ccccc1	-9
COCC(=O)c1[nH]c2ccccc2c1C	-2
O=C(NCc1ccc2c(c1)OCO2)c1cc2ncc(Br)cn2n1	-17
Cc1nc2cc(-c3cccc(Cl)c3)nn2c(N2CCN(C(=O)c3ccco3)CC2)c1C	-1
Cc1cccc(C(=O)Nc2ccc(O)cc2)c1	23
COc1ccc(Nc2nc(N3CCCC3)nc3ccccc23)c(OC)c1	-16
CCN(CC)CCCN1C(=O)C(O)=C(C(=O)c2ccc(C)o2)C1c1ccco1 (stereo not given)	1
CC1(C)C2CCC1(CS(=O)(=O)NCc1ccc(C(=O)O)cc1)C(=O)C2 (stereo not given)	-8
O=C(Nc1cccc(Oc2c(F)c(F)c(F)c(F)c2F)c1)N1C[C@@H]2C[C@@H](C1)c1cccc(=O)n1C2	-60
Cn1c(=O)c2c(nc(NCCO)n2C)n(C)c1=O	13
CCc1nnc(NC(=O)CSc2nc3c(cc2C#N)CCCC3)s1	2
CN1CCN(c2ccc(NC(=O)c3ccc4c(c3)OCO4)cc2)CC1	-4
CC1(C)CC(=O)c2cc(C(=O)NCc3ccco3)c(=O)n(-c3ccccc3)c2C1	-2
NC(=O)c1ccccc1NS(=O)(=O)Cc1ccc(Cl)cc1	-25
O=C(Cn1ccc2ccccc2c1=O)NCCC(=O)N1CCN(C(=O)c2ccco2)CC1	57
CCOc1ccc(CCNC(=O)CN(C)S(=O)(=O)c2cccc3nsnc23)cc1OCC	-34
CCC1CCCCN1S(=O)(=O)c1ccc2c(c1)CCN2C(=O)C1CCC1 (stereo not given)	-21
O=C(CS(=O)(=O)c1ccccc1)c1ccc2c(c1)OCCO2	8
Cc1noc(C)c1CSCC(=O)OCC(=O)Nc1sccc1C#N	-14
COCCOC(=O)c1c(C)oc2ccc(O)c(CN3CCC(C)CC3)c12	-29
Cc1ccccc1OCC(O)Cn1c(SC(C)C)nc2c1c(=O)[nH]c(=O)n2C (stereo not given)	-4
CCCCC1CC1C(=O)Nc1ncc2c(n1)CC(C)(C)CC2=O (stereo not given)	-7
Clc1ccc(OCCn2ccnc2)c(Cl)c1	8
O=C(CCC(=O)c1ccc[nH]1)c1ccc(Cl)cc1	-1
CCCCOc1ccccc1NC(=O)C=C(C)C	-4
COc1cccc(N(CC(=O)Nc2cccc(C(C)=O)c2)S(C)(=O)=O)c1	-3
CNC(=O)c1c(N)sc2c1CCCCC2	4
c1ccc(Cn2nnc3c(NCCN4CCOCC4)ncnc32)cc1	-28
COC(=O)c1ccccc1NC(=O)c1noc2c1CC(C(C)(C)C)CC2 (stereo not given)	-13
c1ccc2c(c1)oc1c(Nc3ccc4c(c3)OCO4)ncnc12	1
C=CCn1c(SCc2ccccc2C#N)nnc1-c1cc(Br)ccc1O	-7
